# Lipid droplet: inhibitors of hepatocyte lipid droplet formation, primary screen, imaging, high-throughput imaging, BODIPY stain | hit rate 0.4% among 240,000 | AID 1656, 2009 | AML12 mouse hepatocytes, oleate lipid droplets | inhibition, % at 6.5 µM;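 active = lipid droplet intensity inhibited by at least 50%, with more than 500 cells counted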
#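 Assay system: AML12 hepatocytes (mouse); Probe or stimulus: oleic acid at 100 µM to induce lipid droplet formation; Dosing: compound at 6.5 µM only; Schedule: compound with oleate, overnight; Detection: fluorescence imaging, 20x objective, two fields per well; Measure: % inhibition of lipid droplet signal.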
# PMI inhibitors: inhibitors of human PMI, primary screen, biochemical, fluorescence intensity, coupled assay (AID 1209) | Mannose-6-phosphate isomerase (Homo sapiens) | purified PMI enzyme, coupled fluorescence intensity; higher % means a stronger effect | hit rate 0.42% among 190,000 | inhibition, % at 20 µM; hits with a dose series show IC50 in µM;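 note: plate controls were DMSO vehicle for no effect and wells lacking substrate for full effect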
# TNAP activation fold: human TNAP enzyme activators, primary screen, biochemical, luminescent, no phosphate acceptor, uHTS (AID 1001). hit rate 0.03% among 200,000. one-dose activation fold at 20 µM; EC50 in µM for titrated hits. purified TNAP, luminescent activation assay, no phosphate acceptor; higher activation fold means a stronger effect. Alkaline phosphatase, tissue-nonspecific isozyme (Homo sapiens); in the data active = activation fold from about 3, or a potency from the dose series; inactive = the rest, 99 in 100 with activation fold below about 1.6; note: many of its hits are not listed in these tables
# PMI inhibition: human PMI inhibitors, high substrate, primary screen, biochemical, fluorescence intensity, high mannose 6-phosphate (AID 1220); recombinant PMI enzyme, coupled fluorescence intensity; higher % means a stronger effect; inhibition, % at 20 µM; hits with a dose series show IC50 in µM; hit rate 0.66% among 190,000
# WT yeast gro inh: growth inhibition of WT strain, primary screen, mitochondrial fusion inhibitor project, WT and mutant strains, chemical genetic. mitochondrial fusion phenotypic screen. inhibition, % at 10 µM. hit rate 2.1% among 190,000. AID 1362, 2008; in the data active = inhibition above about 58%; tested in S. cerevisiae
# P. falciparum M1AAP: P. falciparum M1AAP inhibitors, biochemical, fluorogenic H-Leu-NHMec substrate, 1536-well (AID 1445); hit rate 0.42% among 220,000; Aminopeptidase N (Plasmodium falciparum (isolate 3D7)); recombinant M1AAP, H-Leu-NHMec fluorogenic kinetic assay; higher % means a stronger effect; inhibition, % at 30 µM; hits with a dose series show IC50 in µM;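 active = primary inhibition above the hit cutoff, then over 50% inhibition at one or more dose response concentrations, cut at about 23% in these data, passing the limit was not always enough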;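 note: plate controls were DMSO full reaction for no effect and no enzyme background for full effect; strong numbers were not always called active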
# UTI89 phage lysis: inhibition of K1F phage lysis, E. coli UTI89, bacterial capsule biogenesis inhibitors, alamar blue (AID 488966) | E. coli UTI89 K1F phage lysis, alamar blue, 2 h; higher % means a stronger effect | hit rate 0.02% among 340,000 | inhibition, % at 100 µM, or IC50 in µM where a hit was titrated;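 active = phage lysis inhibition, versus mean bacterial control, above a set limit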;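 note: capsule biogenesis inhibitors block K1F phage lysis so surviving cells raise fluorescence; higher fluorescence means more inhibition of phage lysis; actives were called in the ten point dose series up to 300 µM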
# Myeloid diff MLP: induction of myeloid progenitor differentiation, primary screen, cell-based, flow cytometry, MLPCN library. ER-HoxA9 myeloid progenitors, lysozyme-GFP differentiation. hit rate 1% among 360,000. AID 624256, 2012. calls only at 10 µM;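 active = normalized GFP-positive differentiation at or above the plate's own cutoff, the solvent-only control mean plus 3 SD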;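 note: cells exposed to compound for four days before flow analysis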
# ER stress rescue: rescue of cells from ER stress-induced death, primary screen, 384-well, CSM14.1, thapsigargin, ATP luminescence (AID 1222); CSM14.1 thapsigargin-induced death rescue, ATP luminescence; higher % means a stronger effect; one-dose cellular ATP content (survival), % at 20 µM; EC50 in µM for titrated hits; 190,000 tested, under 10 active;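 active = EC50 below 50 µM in the dose-response confirmation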;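 note: death triggered by thapsigargin at about 15 µM added after 2 h compound pretreatment; cell ATP read after overnight thapsigargin exposure of roughly 18 to 22 hours; normalized against plate controls of thapsigargin alone and 5% DMSO vehicle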
# WT yeast gro inh mutant strain: second read-out of WT yeast gro inh, no call of its own (marks repeat the call); inhibition, %; mitochondrial fusion phenotypic screen, mutant strain inhibition
# Lipid droplet cells 6.5 µM: recorded beside Lipid droplet, whose call it bears; cell count; measured here: cell count, cytotoxicity flag;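 cells counted across two imaged fields per well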
# Myeloid diff MLP GFP+ MAC1+ %: recorded beside Myeloid diff MLP, whose call it bears; GFP+ MAC1+ double positive, %; measured here: differentiation confirmed by MAC1 staining
# * hit, by the source's call; i = inactive; · = no result given; + = active, no number; [ ] = remark or other dose. Cut-off read from the data, not from the text of the source, unless noted: active = inhibition above about 50%; inactive = the rest.
SMILES,Lipid droplet,Lipid droplet cells 6.5 µM,PMI inhibitors,TNAP activation fold,PMI inhibition,WT yeast gro inh,WT yeast gro inh mutant strain,P. falciparum M1AAP,UTI89 phage lysis,Myeloid diff MLP,Myeloid diff MLP GFP+ MAC1+ %,ER stress rescue
CCOC(=O)c1c(C)sc2c1N(C(=O)CN1CCOCC1)c1cc(Cl)ccc1S2,·,·,6%,1.1,-1%,11,14,5%,-0.2%,i,1.2,2.2%
CC1(C)CC(=O)C2=C(C1)OC(N)=C([N+](=O)[O-])C2c1ccc(C#N)s1 (stereo unspecified),3,630,16%,1,34%,-17,-17,5%,-0.4%,i,1.4,2.9%
COc1ccccc1N(CC(=O)N(c1ccccc1)C(C)C)S(=O)(=O)c1cccs1,-42,672,6%,1.2,11%,3,-4,-1%,-0.4%,i,0.1,0.2%
N#C/C(=C\c1ccccc1)C(=O)N(c1ccccn1)C1CCCCC1,-18,625,-5%,1.2,1%,27,24,4%,0.3%[50 µM],i,1.0,0.5%
C/C(=N\O)c1ccn(S(=O)(=O)c2ccc(Cl)cc2)c1,-2,756,·,·,·,·,·,8%,0.1%,i,0.4,·
COc1ccccc1CNc1ncnc2c1nnn2Cc1ccccc1,·,·,0%,1.1,7%,22,18,-2%,3.1%,i,2.0,0.0%
Cc1ccc(S(=O)(=O)N2CCN(C(=O)CN3CCCCC3)C2C(C)C)cc1 (stereo unspecified),-5,763,6%,1.1,3%,-1,0,-8%,-0.5%,i,4.6,-0.5%
CCC1=C(OC(=O)N(CC)CC)N2C(=O)OC(=NCC3CC3)[C@]2(C)[C@H]2C1=CC[C@H]1C(=O)NC(=O)[C@H]12,4,672,·,·,·,·,·,3%,-0.2%,i,1.0,·
Cc1nc2c(-c3ccc(F)cc3)c(C)nn2c(C)c1CCC(=O)N1CCC(Cc2ccccc2)CC1,·,·,23%,1.1,16%,65*,22*,3%,0.7%,i,3.7,3.2%
Cc1cc(C)n(C(=O)c2ccc(C)c(S(=O)(=O)N3CCCC3)c2)n1,-4,772,4%,1.1,-2%,11,12,1%,2.0%,i,1.4,-2.1%
Nc1c(C(=O)NCc2ccccc2)sc2nc3c(cc12)C(=O)CCC3,·,·,15%,1.1,12%,10,30,-4%,1.5%,i,1.0,-0.1%
O=C(COc1ccc(S(=O)(=O)NC2CCCCC2)cc1)NC1CCCC1,23,759,-2%,1.1,-2%,10,1,-5%,-0.2%,i,0.4,0.7%
COC(C[C@@H](O)C[C@H](O)COCc1ccccc1)OC,-34,766,·,·,·,·,·,0%,-0.6%,i,2.2,·
O=C(NCc1ccc2c(c1)OCO2)C1CCN(S(=O)(=O)N2CCOCC2)CC1,2,784,2%,1.1,-4%,-1,-15,0%,0.0%,i,0.3,22%
O=C(NNC1=C(C(=O)C(F)(F)F)CCC1)c1ccc(Cl)cc1,·,·,-2%,1.1,24%,8,29,16%,-0.1%,i,1.0,-0.4%
CSc1ccc(C2CC(=O)Nc3c2c(=O)n(C)c(=O)n3C)cc1 (stereo unspecified),8,669,·,·,·,·,·,0%,0.1%,i,0.4,·
O=C1N/C(=N\S(=O)(=O)Cc2ccccc2)S/C1=C/c1cc([N+](=O)[O-])ccc1O,6,735,·,·,·,·,·,20%,-0.5%[50 µM],i,1.0,·
CCc1ccc2nc(N3C(=O)C(O)=C(C(=O)c4ccco4)C3c3cccs3)sc2c1 (stereo unspecified),8,801,-20%,1,-22%,18,3,15%,-3.1%,i,2.0,0.9%
O=S(=O)(Nc1ccc2nc(C(F)(F)F)[nH]c2c1)c1ccccc1,·,·,5%,1.1,13%,18,3,-5%,-0.1%,i,7.7,·
COC(=O)c1ccccc1NC=C1C(=O)OC2(CCCCC2)OC1=O,10,750,20%,1.1,10%,-4,8,9%,4.1%,i,0.8,-2.6%
Cc1cc(=O)[nH]c(SCC(=O)Nc2nc3c(s2)CCCC3)n1,·,·,11%,1,12%,13,7,-1%,0.4%,i,0.6,-2.9%
CN(c1ccccc1C(=O)Nc1cccc(Cl)c1Cl)S(C)(=O)=O,4,793,-10%,1,-10%,-8,-12,2%,0.1%,i,2.7,-0.4%
CCOC(=O)/C(C#N)=C1/C=CN(Cc2ccccc2)C=N1,·,·,5%,1.1,1%,21,-14,12%,0.1%,i,0.9,-1.4%
Cc1cccc(Nc2nc3c(S(=O)(=O)c4ccccc4)nnn3c3ccccc23)c1C,34,663,-8%,1,1%,2,-12,3%,2.5%,i,0.5,0.5%
O=C(Nc1cccc(Cl)c1N1CCCC1)c1cc2ccccc2o1,-14,801,6%,1.1,-3%,55,1,7%,0.2%,i,0.3,-2.3%
# (cont.)
SMILES,Lipid droplet,Lipid droplet cells 6.5 µM,PMI inhibitors,TNAP activation fold,PMI inhibition,WT yeast gro inh,WT yeast gro inh mutant strain,P. falciparum M1AAP,UTI89 phage lysis,Myeloid diff MLP,Myeloid diff MLP GFP+ MAC1+ %,ER stress rescue
CSc1nc2ccccc2n1Cc1cccc([N+](=O)[O-])c1,1,665,1%,1,-7%,-4,-13,2%,-0.2%,i,0.0,-1.5%
C[C@@H](Nc1nc(-c2ccccc2)nc2c1oc1ccccc12)C(=O)O,·,·,8%,1,9%,-9,-5,15%,0.1%,i,4.3,0.0%
COc1cc(OC)c(OC)cc1/C=C/c1cc(C(=O)O)c2ccccc2n1,1,661,-10%,1,47%,-1,2,7%,0.4%,i,0.4,-0.8%
COc1ccc2[nH]c(=O)c(CN(C)C(=O)COc3ccccc3)cc2c1,·,·,11%,1.1,12%,-2,0,5%,0.3%,i,0.6,2.9%
O=C(O)C1CSC2(c3ccc(F)cc3)CCC(=O)N12 (stereo unspecified),3,667,-6%,1,-2%,-8,-12,10%,0.2%,i,0.7,-0.8%
CCOC(=O)c1c(NC(=O)CSc2nnnn2CC)sc(C)c1C,·,·,5%,1.1,17%,8,-1,1%,0.4%,i,0.5,-1.5%
Cc1ccc2c(c1)N(CCC(=O)NCc1ccc3c(c1)OCO3)C(=O)CO2,·,·,-14%,1,-8%,6,-24,0%,-0.5%,i,1.8,3.1%
CCOC(=O)CC1=C(C(=O)OCC)C(c2cccnc2)C(C#N)=C(N)O1 (stereo unspecified),1,761,0%,1.1,-6%,13,12,-1%,-0.4%,i,1.2,5.3%
COC(=O)c1ccc(C(=O)OC)c(NC(=O)c2cnc3n(c2=O)CCS3)c1,-4,730,7%,1.1,11%,1,-10,4%,4.2%,i,1.3,3.8%
CSc1ncc(CN2CCN(C3CCCCC3)C(CCO)C2)cn1 (stereo unspecified),14,734,-2%,1.1,-8%,-17,-14,·,0.1%,i,0.1,0.3%
O=C(NCN1C(=O)C2C3C=CC(C3)C2C1=O)Nc1ccccc1O (stereo unspecified),2,709,12%,1,27%,-11,-4,-1%,0.0%,i,0.5,-6.6%
Nc1nc2n(n1)C(c1ccco1)CC(c1ccccc1)N2 (stereo unspecified),-4,695,4%,1.1,4%,0,-23,2%,1.3%,i,0.7,-1.7%
CCOc1ccc2[nH]c(C)c(CN3CCN(CC)CC3)c(=O)c2c1,-13,620,10%,1,5%,2,16,12%,0.0%,i,0.4,-1.1%
CCOCCCNc1ncc2c(n1)CC(c1ccc(C)cc1)CC2=O (stereo unspecified),·,·,9%,1.1,9%,-2,0,-1%,1.6%,i,1.5,-0.7%
Cc1cc(Nc2ccccc2Br)n2nc(C)nc2n1,2,741,-10%,1,-8%,7,-1,-1%,1.2%,i,2.4,2.3%
CCN1CCN(C(=O)c2ccc(COc3ccc(Cl)cc3)o2)CC1,·,·,-5%,1.1,-8%,14,-2,2%,-0.6%,i,0.6,2.2%
COc1cc(-c2noc(C3CCCN(S(=O)(=O)c4cccc(Cl)c4)C3)n2)cc(OC)c1OC (stereo unspecified),·,·,8%,1,7%,10,-5,9%,1.8%,+,16*,0.2%
Cc1ccc(NC(=O)CN(C)C(=O)CCOc2cccc(C)c2)cc1,-15,612,14%,1.1,6%,7,8,-1%,2.3%,i,0.3,2.6%
CC(=O)N1CCN(c2nnnn2-c2ccccc2)CC1,11,798,-5%,1.1,-4%,-15,5,5%,-0.1%,i,1.1,-3.9%
CCOc1ccccc1Nc1nc(-c2sc(NC(=O)c3ccccc3)nc2C)cs1,·,·,0%,1,11%,11,9,5%,·,·,·,-1.0%
C/C(=N/NC(=O)CCCOc1ccc(Cl)cc1Cl)c1ccc(C)o1,-1,621,4%,0.8,40%,3,-20,5%,2.0%[50 µM],i,0.1,-1.3%
Cc1nnc(NC(=O)CSc2nnc(-c3ccccc3)n2C)s1,14,740,-5%,1.1,-6%,-2,3,0%,1.0%,i,0.4,0.1%

# Reformatted: 7 of the compounds above
# Order of results – Lipid droplet, Lipid droplet cells 6.5 µM, PMI inhibitors, TNAP activation fold, PMI inhibition, WT yeast gro inh, WT yeast gro inh mutant strain, P. falciparum M1AAP, UTI89 phage lysis, Myeloid diff MLP, Myeloid diff MLP GFP+ MAC1+ %, ER stress rescue
CCOC(=O)CC1=C(C(=O)OCC)C(c2cccnc2)C(C#N)=C(N)O1 (stereo unspecified)
  1, 761, 0%, 1.1, -6%, 13, 12, -1%, -0.4%, i, 1.2, 5.3%
COC(=O)c1ccc(C(=O)OC)c(NC(=O)c2cnc3n(c2=O)CCS3)c1
  -4, 730, 7%, 1.1, 11%, 1, -10, 4%, 4.2%, i, 1.3, 3.8%
CSc1ncc(CN2CCN(C3CCCCC3)C(CCO)C2)cn1 (stereo unspecified)
  14, 734, -2%, 1.1, -8%, -17, -14, ·, 0.1%, i, 0.1, 0.3%
O=C(NCN1C(=O)C2C3C=CC(C3)C2C1=O)Nc1ccccc1O (stereo unspecified)
  2, 709, 12%, 1, 27%, -11, -4, -1%, 0.0%, i, 0.5, -6.6%
Nc1nc2n(n1)C(c1ccco1)CC(c1ccccc1)N2 (stereo unspecified)
  -4, 695, 4%, 1.1, 4%, 0, -23, 2%, 1.3%, i, 0.7, -1.7%
CCOc1ccc2[nH]c(C)c(CN3CCN(CC)CC3)c(=O)c2c1
  -13, 620, 10%, 1, 5%, 2, 16, 12%, 0.0%, i, 0.4, -1.1%
CCOCCCNc1ncc2c(n1)CC(c1ccc(C)cc1)CC2=O (stereo unspecified)
  ·, ·, 9%, 1.1, 9%, -2, 0, -1%, 1.6%, i, 1.5, -0.7%
